bovine MsrA act: bovine methionine sulfoxide reductase A activation; AID 602163; purified bovine MsrA, absorbance read-out; 360,000 tested, 0.3% active; activation, % at 10.6 µM; in the data active means activation above about 7.5%;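 further: 0% = vehicle and 100% = reference activator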
SKN-1 block: blocks SKN-1 activity in C. elegans | C. elegans VP596 Pgst-4::GFP/RFP ratio, acrylamide-induced, 24 h | inhibition, % at 21.8 µM | 360,000 tested, 0.49% active | AID 624304;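 active means interference check ratio from 0.5 to 1.5 plus GFP to RFP signal ratio inhibition reaching or exceeding a fixed threshold, cut at about 30% in these data, passing the limit was not always enough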; further: some compounds called inactive have numbers as strong as hits
E coli Lon inh: inhibitors of E. coli Lon protease. purified E. coli Lon protease, fluorescence polarization. 360,000 tested, 0.42% active. AID 602123. inhibition, % at 7.94 µM. P0A9M0; in the data active means inhibition above about 13%, passing the limit was not always enough;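 further: 0% = enzyme with probe and DMSO and 100% = no enzyme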
FAS TE block: FAS thioesterase (human) inhibition; P49327; recombinant FAS-TE, OMFH fluorogenic substrate, fluorescence endpoint; 360,000 tested, 0.67% active; inhibition, % at 15 µM;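 active means compounds whose normalised, plate-corrected inhibition of enzyme fluorescence in the single-dose primary screen is 50% or more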;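 further: 0% = DMSO with enzyme and 100% = substrate without enzyme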
Neddylation inh: cullin neddylation inhibition | calls only at 25 µM | TR-FRET cullin neddylation, biochemical | 360,000 tested, 0.58% active; in the data active means inhibition above about 36%
NRP1-CendR mod: modulators of CendR peptide binding to human neuropilin-1 | FAM-RPARPAR peptide binding to NRP-1, fluorescence polarization | inhibition, % at 25 µM | 360,000 tested, 0.85% active;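 active means inhibition or corrected inhibition above about 18%, plus a signal ratio from 0.5 to 1.5, limit read from the data, passing the limit was not always enough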; further: strong numbers were not always called active
Rin1 Abl inh: blocks binding of human Rin1 to Abl | TR-FRET Rin1/Abl binding, biochemical | inhibition, % at 7.35 µM | 360,000 tested, 0.4% active | AID 588664; in the data active means inhibition above about 5%, passing the limit was not always enough
MLLE-PAM2 inh: blocks PAM2 peptide binding to the PABP1 MLLE domain; inhibition, % at 20 µM; GST-MLLE / FITC-PAM2 fluorescence polarization; 360,000 tested, 0.36% active; in the data active means inhibition above about 35%, passing the limit was not always enough;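 further: plate controls were DMSO wells with GST-MLLE for no effect and wells lacking GST-MLLE protein for full effect; some results filed as inactive read as strong as hits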
MT1-MMP act inh: blocks activation of human MT1-MMP. HT1080 RFP-PRO-GFP cells, GFP/RFP ratio fluorescence, overnight; percent of plate control window, DMSO zero. GFP/RFP ratio change, % at 20 µM. 360,000 tested, 0.061% active. AID 651647;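 active means GFP/RFP ratio change of at least 30% with cell ATP level not reduced by more than half and red fluorescence within 50% of control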; further: strong numbers were not always called active
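Test system: HT1080 RFP-PRO-GFP cells; Benchmarks: DMSO and RFP-L50D-GFP cell wells; Timing: cells overnight before dosing, compound overnight, 37 °C, 5% CO2; Compound: one 20 µM compound dose with 1% DMSO; Read-out: GFP/RFP fluorescence ratio.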
* hit, by the source's call; i = inactive; nt = not tested or not shown.

SMILES	bovine MsrA act	SKN-1 block	E coli Lon inh	FAS TE block	Neddylation inh	NRP1-CendR mod	Rin1 Abl inh	MLLE-PAM2 inh	MT1-MMP act inh
CC1(C)CC2(CC(c3ccc(F)cc3)c3ccc(O)cc3O2)NC(=S)N1 (configuration not stated)	-4	11	2	-2	i	-8	0	-118	-1
O=C(O)CSCC(=O)Nc1cc(C(F)(F)F)ccc1Cl	-8	-3	4	-13	i	0	3	20	6
CCOC(=O)C1=NNC(C(=O)c2ccc(Cl)cc2)C1c1ccc(OC)cc1 (configuration not stated)	-9	3	0	29	i	1	0	12	0
CC1Oc2ccccc2C=C1/C=N/Nc1ccc(C(=O)O)cc1 (configuration not stated)	-6	-6	5	4	i	4	-3	10	-2
O=C(Cc1ccc(Cl)cc1)Nc1ccc(S(=O)(=O)Nc2cnc3ccccc3n2)cc1	-5	19	9	-2	i	-9	-1	4	2
CCC(O)C1CCN(C(=O)c2cc(COc3ccc4ncccc4c3)on2)CC1 (configuration not stated)	-2	9	5	-1	i	-1	1	-13	-5
Cc1cc(C)c2c(N)c(C(=O)c3ccc(Cl)cc3Cl)sc2n1	-1	-10	-10	27	nt	-8	0	4	-4
COc1ccc(-c2ccc3c(N)c(C(=O)c4ccc(OC)c(OC)c4)sc3n2)cc1	-4	-1	-49	2	i	-53	2	-54	-31
CCCCOc1ccc(NC(=O)CN2CCN(C(=O)OCC)CC2)cc1	-4	-12	-5	-7	i	0	2	-3	2
O=C(NCCCN1CCCC1)c1ccc2c(c1)N(Cc1ccccc1)CCS2	-1	-9	-7	-8	nt	-12	-5	-29	2
C(=NOCc1ccccc1)c1ccccn1	-3	24	-1	-2	i	3	2	-7	-1
CCCn1nnnc1SCC(=O)NC1CCCC1	-2	1	-1	-8	i	1	0	16	1
CCN(CC)CCN1C(=O)c2oc3ccccc3c(=O)c2C1c1cccc(Br)c1 (configuration not stated)	1	-6	-5	0	i	-6	0	7	1
COC(=O)c1cc(S(=O)(=O)N2CCN(c3cccc(Cl)c3)CC2)c[nH]1	0	10	3	0	i	-5	0	7	3
C[C@@H](O)C#Cc1ccc2c(c1)O[C@H](CN(C)C(=O)Nc1ccccc1)[C@@H](C)CN([C@@H](C)CO)S2(=O)=O	-2	-3	3	-8	i	-2	1	-7	2
CCn1cc(C(=O)N2CC=C(c3ccccc3)CC2)c(=O)c2ccc(C)nc21	-7	-1	1	1	i	-11	-1	3	-2
COc1cccc(CC(=O)N2CCN(S(=O)(=O)c3ccc(Br)cc3)CC2)c1	-8	-16	-2	7	i	9	1	6	4
O=C(c1c(F)c(F)c(F)c(F)c1F)N1CCN(Cc2ccc3c(c2)OCO3)CC1	-2	-5	1	10	i	8	3	-7	-3
CC(C)(C)n1nnnc1CN(Cc1ccc(F)cc1)Cc1ccco1	-2	10	1	11	i	12	3	5	1
Cn1c(SCCOc2ccccc2Cl)nnc1-c1ccncc1	8.5*	4	-2	-4	i	8	1	-15	2

An excerpt from above in order of length of the SMILES, falling:
SMILES	bovine MsrA act	SKN-1 block	E coli Lon inh	FAS TE block	Neddylation inh	NRP1-CendR mod	Rin1 Abl inh	MLLE-PAM2 inh	MT1-MMP act inh
COc1cccc(CC(=O)N2CCN(S(=O)(=O)c3ccc(Br)cc3)CC2)c1	-8	-16	-2	7	i	9	1	6	4
CCOC(=O)C1=NNC(C(=O)c2ccc(Cl)cc2)C1c1ccc(OC)cc1 (configuration not stated)	-9	3	0	29	i	1	0	12	0
CCCn1nnnc1SCC(=O)NC1CCCC1	-2	1	-1	-8	i	1	0	16	1

Arranged by count of non-hydrogen atoms (descending): part of the list above.
SMILES	bovine MsrA act	SKN-1 block	E coli Lon inh	FAS TE block	Neddylation inh	NRP1-CendR mod	Rin1 Abl inh	MLLE-PAM2 inh	MT1-MMP act inh
C[C@@H](O)C#Cc1ccc2c(c1)O[C@H](CN(C)C(=O)Nc1ccccc1)[C@@H](C)CN([C@@H](C)CO)S2(=O)=O	-2	-3	3	-8	i	-2	1	-7	2
O=C(Cc1ccc(Cl)cc1)Nc1ccc(S(=O)(=O)Nc2cnc3ccccc3n2)cc1	-5	19	9	-2	i	-9	-1	4	2
COc1ccc(-c2ccc3c(N)c(C(=O)c4ccc(OC)c(OC)c4)sc3n2)cc1	-4	-1	-49	2	i	-53	2	-54	-31
O=C(c1c(F)c(F)c(F)c(F)c1F)N1CCN(Cc2ccc3c(c2)OCO3)CC1	-2	-5	1	10	i	8	3	-7	-3
CCn1cc(C(=O)N2CC=C(c3ccccc3)CC2)c(=O)c2ccc(C)nc21	-7	-1	1	1	i	-11	-1	3	-2
CCOC(=O)C1=NNC(C(=O)c2ccc(Cl)cc2)C1c1ccc(OC)cc1 (configuration not stated)	-9	3	0	29	i	1	0	12	0
CCCCOc1ccc(NC(=O)CN2CCN(C(=O)OCC)CC2)cc1	-4	-12	-5	-7	i	0	2	-3	2
COC(=O)c1cc(S(=O)(=O)N2CCN(c3cccc(Cl)c3)CC2)c[nH]1	0	10	3	0	i	-5	0	7	3
CC1Oc2ccccc2C=C1/C=N/Nc1ccc(C(=O)O)cc1 (configuration not stated)	-6	-6	5	4	i	4	-3	10	-2
Cc1cc(C)c2c(N)c(C(=O)c3ccc(Cl)cc3Cl)sc2n1	-1	-10	-10	27	nt	-8	0	4	-4
O=C(O)CSCC(=O)Nc1cc(C(F)(F)F)ccc1Cl	-8	-3	4	-13	i	0	3	20	6
CCCn1nnnc1SCC(=O)NC1CCCC1	-2	1	-1	-8	i	1	0	16	1
C(=NOCc1ccccc1)c1ccccn1	-3	24	-1	-2	i	3	2	-7	-1

More entries:
SMILES	bovine MsrA act	SKN-1 block	E coli Lon inh	FAS TE block	Neddylation inh	NRP1-CendR mod	Rin1 Abl inh	MLLE-PAM2 inh	MT1-MMP act inh
COc1ccc(CNC(=O)COC(=O)c2ccc(Br)o2)cc1	-2	0	5	-4	i	-10	4	-11	2
O=C(NC1C2CC3CC(C2)CC1C3)C1CC1 (configuration not stated)	-4	-5	0	-5	i	7	1	-5	-1
Cc1cccc2cc(CNC3CCCC3)c(Cl)nc12	-3	9	-6	-4	i	9	0	-4	0
COc1cc(/C=N/NC(=O)C(=O)NCc2ccco2)cc(Cl)c1O	-6	15	3	-7	i	-7	-3	3	6
CC(=O)c1ccc(N2CCN(C(=O)Nc3ccc(C(C)C)cc3)CC2)cc1	4	0	2	6	i	17	4	9	2
CCc1ccccc1NC(=S)N(CCc1ccncc1)C(C)C	-1	2	11	-6	i	2	-5	-1	-1
CN(CC(=O)Nc1cccc(F)c1)C(=O)CCCc1nc2ccccc2c(=O)[nH]1	-1	2	-13	-4	i	2	5	4	1
CCc1ccccc1NC(=O)CN1CCC(NC(=O)COC)CC1	-2	-11	-4	-8	i	-1	1	-8	0
Cc1nccn1-c1ccc(C=O)cc1	-2	8	2	-3	i	3	1	-7	2
Nc1cc(N)nc(SCC(=O)N2CCN(S(=O)(=O)c3ccccc3)CC2)n1	-1	3	7	-3	i	-7	0	-4	1
COc1ccc(NCC(=O)Nc2ccccc2C#N)cc1Cl	-1	26	-19	-2	i	-6	4	-5	-2
CC(=O)c1ccc(N(C)C)cc1	-2	-11	-5	-11	i	10	2	-17	4
NC(=O)CCN(C1CCCCC1)S(=O)(=O)c1cccc2nsnc12	-1	-6	4	0	i	11	1	2	-1
CCOC(=O)Cn1c(=O)oc2cc(S(=O)(=O)Nc3cccc(C)c3)ccc21	-4	10	-9	-1	i	2	1	0	3
COc1ccc(C(c2nnnn2CS(=O)(=O)c2ccc(C)cc2)N2CCN(c3ncccn3)CC2)cc1 (configuration not stated)	-8	27	-2	20	i	10	2	-4	-4
O=C(NCC(c1cccs1)N1CCOCC1)c1cn(-c2ccccc2)nc1-c1ccccc1 (configuration not stated)	-1	-7	-14	20	i	-16	1	4	0
Cc1cc(C)c(S(=O)(=O)Nc2ccc3[nH]c(=O)[nH]c3c2)c(C)c1	0	6	0	0	i	2	2	-2	-2
CCC1(C)Cc2ccccc2-c2nc[nH]c(=O)c21 (configuration not stated)	0	6	-9	-3	i	4	0	-10	-1
Brc1ccc2nc(C3CCCCC3)c(CC3CCCCC3)n2c1	0	9	-7	15	i	4	1	4	-4
COc1ccc(C(C)(O)c2nc(-c3ccc(N(C)C)cc3)cs2)cc1 (configuration not stated)	0	23	6	16	i	11	-1	-11	nt
CCn1c(SCC(=O)N(C)c2c(N)n(Cc3ccccc3)c(=O)[nH]c2=O)nnc1-c1cccs1	-2	1	-1	-5	i	6	-1	-22	1
COc1ccc(NS(=O)(=O)c2cn(C)nc2C)cc1	-5	-12	-13	-10	i	-11	-1	4	1
COc1ccc(C2C(C(C)=O)=C(O)C(=O)N2C)c(OC)c1 (configuration not stated)	-3	0	1	-4	i	-5	1	3	13
Cc1ccc(-n2ncc(C#N)c2/N=C/N(C)C)cc1	-4	-36	-5	-5	i	-8	5	3	-1
O=C(Cn1ccc2ccccc2c1=O)NCC(=O)N1CCN(c2ccc(F)cc2)CC1	-5	10	23*	-6	i	1	0	-3	1
CC(OC(=O)/C=C/c1ccccc1)C(=O)Nc1ccc2c(c1)OCCO2 (configuration not stated)	-2	-2	5	3	i	4	0	-14	1
Cc1ccc(S(=O)(=O)N(C)C)cc1-n1c(SCC(=O)Nc2ccc(F)c(F)c2F)nc2ccccc2c1=O	-1	2	-7	68*	i	13	-7	0	-15
Cc1cccc(OCc2nnc(NC(=O)Cc3cccs3)s2)c1	-9	-10	9	-8	i	-3	-2	11	0
CC(=O)C1CCC2C3CCC4=CC(=O)CCC4(C)C3(Br)C(=O)CC12C (configuration not stated)	-2	18	4	-6	i	8	-1	3	0
CCCCOc1c(Br)cc(/C=N/O)cc1OCC	0	15	0	-1	i	1	5	0	-1
COC(=O)c1cc(Br)c(=O)n(-c2nccs2)c1	0	5	-4	-8	i	-14	-81	-4	2
CC(C)C1CC(c2ccccc2)(C(CN)CO)CCO1 (configuration not stated)	-1	-6	2	-4	i	8	5	-5	-1
O=C(Cn1nc(-c2ccc(Cl)cc2)c2ccccc2c1=O)NCC1CCCO1 (configuration not stated)	0	18	-8	-3	i	14	-4	0	-1
Cc1ccc(C)c(NC(=O)CSc2nnc(-c3ccncc3)o2)c1	-2	9	0	-8	i	10	-1	18	2
CC(=O)c1c(C)[nH]c(C(=O)NCc2ccco2)c1C	-1	-8	-2	-5	i	-3	-1	-3	-2
CCN(CC(=O)NCc1ccc(Cl)cc1)C(=O)/C=C/c1cccs1	-12	-1	-5	24	i	2	-5	2	1
CCOc1ccc(OCC)c(NC(=O)CN2CCN(c3cccc(C)c3)CC2)c1	-10	12	-3	20	i	-6	3	-7	-4
COc1ccc(-c2cc(C(=O)OCC(=O)c3c(N)n(C)c(=O)n(C)c3=O)c3ccccc3n2)cc1	1	1	-9	16	i	-6	-3	0	0
CC(=O)Nc1ccc(S(=O)(=O)O)c(OC(C)=O)c1	-4	5	-13	-12	i	4	0	-3	0

No enrichment for hits. Share with any hit: about 4%.
